# Bioassay records: PubChem, National Center for Advancing Translational Sciences (NCATS)
# NPSR antag: antagonists of human neuropeptide S receptor cAMP signaling; Potency, µM (doses to about 38.3 µM), for inactives: at the highest dose activity change, negative = inhibition, usual class: inhibitors; actives 1% (n = 220,000); Q6W5P4; CHO-NPSR cells, cAMP TR-FRET, antagonist mode; further: potency means the concentration at half of the fitted maximal effect; on the % scale 0 is the no-effect control and ±100 the full control effect; nearly all actives have a fitted effect of over 50% in size; many of its hits are not listed in these tables
# Target sequence (Q6W5P4 whole entry, looked up): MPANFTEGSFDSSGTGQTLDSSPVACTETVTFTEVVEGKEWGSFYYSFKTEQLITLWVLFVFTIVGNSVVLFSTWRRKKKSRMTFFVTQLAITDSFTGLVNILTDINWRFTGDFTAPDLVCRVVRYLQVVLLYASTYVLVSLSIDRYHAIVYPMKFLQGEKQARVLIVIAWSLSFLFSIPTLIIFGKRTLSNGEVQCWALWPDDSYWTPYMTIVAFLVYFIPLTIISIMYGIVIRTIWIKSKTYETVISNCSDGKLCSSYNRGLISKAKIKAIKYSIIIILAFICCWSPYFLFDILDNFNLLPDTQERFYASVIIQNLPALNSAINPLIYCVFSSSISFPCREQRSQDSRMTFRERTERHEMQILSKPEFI
# CBFb-RUNX1 inh: inhibitors of human CBF-beta and RUNX1 interaction. Q01196+Q13951. AlphaScreen CBFb-His/RUNX1-biotin binding, biochemical. Potency, µM (doses to about 59.8 µM), for the others: at the highest dose activity, negative = inhibition, most hits filed as inhibitors. 230,000 tested, under 10 active. AID 1477; further: % of control where 0% means no effect
#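 Read-out: AlphaScreen. Format: His-CBF-beta with biotinylated RUNX1 (30 nM each) preincubated 20 min, compound 15 min, Ni-chelate plus streptavidin beads 90 min; room temperature throughout.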
# TR SRC2 fluor cs: counter-screen for TRb-SRC2 inhibitors: fluorescence interference; Potency, µM (top dose mostly 106 µM), for inactives: at the highest dose fluorescence change, negative = quenching; AID 1479; TRb/SRC2 Texas Red total fluorescence interference; actives 0.29% (n = 280,000); active means well fitted curve in either direction with a large enough effect; inconclusive means small, poorly fitted or top-dose-only effect; further: potency means the concentration at half of the fitted maximal effect; on the % scale 0 is the no-effect control and ±100 the full control effect
#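 Human TRb ligand-binding domain at 0.6 uM with 20 nM Texas Red SRC2 peptide in Tris buffer containing 1 uM T3 and 5% DMSO, incubated with compound 5 h at ambient temperature. Total fluorescence (555/632 nm) calculated as parallel + 2 × perpendicular.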
# Epigenetic reg: regulators of epigenetic silencing causing reporter derepression in mouse cells; Potency, µM (series often up to 53.9 µM), inactives show at the top dose GFP activation, most hits filed as activators; AID 1865; murine LDR cells, GFP reporter derepression, 30 h; actives 0.2% (n = 280,000); further: potency means the concentration at half of the fitted maximal effect; % of control where 0% means no effect; nearly all actives have a fitted effect of over 60% in size
#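 Murine LDR cells carrying a silenced, genomically integrated CMV-driven GFP reporter were exposed to compound for 30 hours at 37 C. After PBS washes, GFP-positive cells (20–120 um objects) were counted by laser-scanning microplate cytometry.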
# aGal spleen mod: alpha-galactosidase A (human) modulation. AID 2107. human spleen homogenate, 4MU-alpha-Gal fluorescence, 40 min. P06280. Potency, µM (highest dose often 80 µM), without a hit: at the highest dose activity change, negative = inhibition, usual class: inhibitors. actives 0.008% (n = 240,000);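 further: potency means the concentration at half of the fitted maximal effect; 0% = enzyme with vehicle and -100% = no enzyme basal signal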
# Target sequence (P06280 32-429 limits assumed): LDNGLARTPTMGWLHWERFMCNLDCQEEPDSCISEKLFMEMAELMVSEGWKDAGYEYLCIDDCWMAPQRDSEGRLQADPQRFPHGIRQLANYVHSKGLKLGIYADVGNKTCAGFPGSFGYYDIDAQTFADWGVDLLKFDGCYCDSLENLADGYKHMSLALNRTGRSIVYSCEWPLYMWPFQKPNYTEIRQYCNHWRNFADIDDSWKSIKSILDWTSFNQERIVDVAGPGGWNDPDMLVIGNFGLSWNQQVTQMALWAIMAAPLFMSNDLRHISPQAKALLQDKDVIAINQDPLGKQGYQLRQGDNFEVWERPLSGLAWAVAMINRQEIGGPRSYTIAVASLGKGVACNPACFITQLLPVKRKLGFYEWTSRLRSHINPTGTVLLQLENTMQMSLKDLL
#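 Inhibition or activation of alpha-galactosidase in human spleen homogenate is scored by 4-MU fluorescence after 40 min at 37C, pH 5.0, with 1 mM substrate. AC50s come from concentration-response fitted to the Hill equation.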
# Tau fluor counter: counter-screen for tau fibril formation inhibitors; tau K18 P301L (four-repeat tau fragment) Alexa594 fluorescence, heparin fibrillization; Potency, µM (titrated, usually from 57.7 µM), inactives show top-dose activity change, negative = decrease; actives 0.93% (n = 280,000); AID 1463; further: potency means the concentration at half of the fitted maximal effect; on the % scale 0 is the no-effect control and ±100 the full control effect; nearly all actives have a fitted effect of over 55% in size
#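 Human K18 P301L tau (15 uM unlabeled plus 0.24 uM Alexa 594-labeled, final) in 100 mM sodium acetate pH 7 was mixed with compound and 20 uM heparin and incubated 6 hr at 37 C.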
# TRb-SRC2 inh: TRbeta-SRC2 interaction inhibition; TRbeta-SRC2 peptide binding, fluorescence polarization; receptor liganded with 1 µM T3; Potency, µM (titrated, usually from 106 µM), inactives show at the top dose activity change, negative = inhibition, actives largely listed as inhibitors; actives 0.065% (n = 280,000);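 further: potency means the concentration at half of the fitted maximal effect; plate controls were bound peptide for no effect and peptide without receptor for full effect; nearly all actives have a fitted effect of over 50% in size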
#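 Polarization signal, normalized between peptide-alone and full complex controls, measured compound effects on T3-liganded human TRb LBD (0.6 uM) binding 20 nM Texas Red SRC2 peptide after 5 hr.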
# Tau fibril FP: inhibitors of human tau fibril formation. Potency, µM (highest dose often 57.7 µM), inactives show at the top dose activity, negative = inhibition, most hits filed as inhibitors. actives 0.39% (n = 280,000). K18 P301L tau heparin fibrillization, Alexa594 FP, 6 h; further: potency means the concentration at half of the fitted maximal effect; on the % scale 0 is the no-effect control and ±100 the full control effect; nearly all actives have a fitted effect of over 55% in size
# Target sequence (P10636 561-689 P618L limits assumed): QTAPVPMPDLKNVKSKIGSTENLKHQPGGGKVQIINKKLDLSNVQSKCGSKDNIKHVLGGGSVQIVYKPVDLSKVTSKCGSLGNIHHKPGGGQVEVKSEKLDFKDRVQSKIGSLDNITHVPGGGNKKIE
#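 Steps: dispense K18 P301L tau (15 uM plus 0.24 uM Alexa 594 tracer, final) in pH 7 sodium acetate; add compound; add heparin (20 uM final); incubate 6 hr, 37 C; add ThT (30 uM final); after 1 hr ambient, read FP.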
# Active calls of the source: *; ? = inconclusive; / = no result given; [ ] = another dose, or the depositor's remark. Unless noted, the call rests on the fitted dose curve; in most records, active means well fitted curve in the direction sought with a large enough effect; inconclusive means small, poorly fitted or top-dose-only effect, or another doubt; inactive means no such curve, though single readings can be large; an effect the other way counts as inactive or inconclusive.
SMILES,NPSR antag,CBFb-RUNX1 inh,TR SRC2 fluor cs,Epigenetic reg,aGal spleen mod,Tau fluor counter,TRb-SRC2 inh,Tau fibril FP
CC(=O)N1c2c(cc(Br)cc2S(=O)(=O)NCc2ccccc2Cl)CC1C (stereo not given),/,/,-1%,-3.8%,/,-12%,3%,-1%
CN(CCc1cnn(C)c1)Cc1cn(C)nc1-c1ccc2c(c1)OCCO2,-9%,-4%,-1%,5.4%,-1%,1%,-4%,2%
COc1ccc(Cl)cc1NC(=O)CSc1nc(C)cc(C)n1,-3%,10%,-1%,-0.1%,1%,8%[2.34 µM],-2%,-3%
CC(C)(C)c1ccc(C(=O)NCCc2csc(-c3ccc(Cl)cc3)n2)cc1,/,/,-2%,-0.6%,/,-11%,2%,2%
O=C(Cn1c(=O)oc2cc(S(=O)(=O)N3CCCC3)ccc21)N1CCN(c2ccccn2)CC1,5%[46.1 µM],6%,0%,0.8%,-7%,-2%,11%,-4%
CC(=O)Nc1ccc(S(=O)(=O)NC(CC(=O)NCCc2ccccc2)C(C)C)cc1 (stereo not given),2%[46.1 µM],1%,-2%,0.7%,7%,-2%,-1%,3%
CSc1ccc(CN(C)CC(=O)NC(C)c2ccccc2)cc1 (stereo not given),-15%,-2%,1%,1.1%,0%,-11%,7%,-3%
CCC(C)[C@H]1CN=C(N)N1CCc1cc(C(F)(F)F)cc(C(F)(F)F)c1 (stereo not given in full),-51%,22%,-1%,-1.7%,1%,1%,1%,0%
Cc1noc(C)c1COc1cccc(C(=O)OCC(=O)NCCN2C(=O)CSC2=O)c1,-6%,-1%,-5%,0.9%,-3%,2%,-5%,1%
CC(C)=CCC/C(C)=C/CO/N=C1/C[C@@H](O)[C@@H](O)[C@@H]2[C@@H]3C(=O)N(C(C)(C)C)C(=O)[C@H]3CC[C@H]12,/,9%[13.1 µM],4%[11.2 µM],0.0%[10.1 µM],-6%[17.5 µM],-13%[11.6 µM],-3%[11.2 µM],-1%[11.6 µM]
O=C(NCc1ccc(Cl)cc1)c1cc(-c2cccs2)on1,-22%[46.1 µM],?,-1%,2.1%,-5%,-1%,-4%,2%
C/C(CC(=O)Nc1ccc(N(C)C)cc1)=N\NC(=O)Cc1csc(N)n1,-1%,-1%,-2%,-1.8%,9%,-4%,-5%,-4%
COCC(=O)N1c2nc(C(C)C)nn2C2(CCCCC2)[C@@H]2CCCC[C@@H]21,/,/,-2%,-1.6%,/,-1%,-3%,4%
CCOc1ccc2c(c1)c(=O)c(S(=O)(=O)c1ccc(C)cc1)cn2Cc1ccccc1Cl,/,/,1%,-5.3%,/,2%,-3%,3%
COCCNC(=O)C1(C(F)(F)F)C/C(=C\Cc2ccccc2)CCCO1 (stereo not given),/,-6%,0%,/,-5%,/,0%,/
CCn1c(NCc2ccco2)nc2c1c(=O)n(C)c(=O)n2C,29%,-9%,-3%,3.1%,?,-4%,-9%,-4%
CC(C)c1ccc(CN(Cc2ccco2)c2cnc(S(C)(=O)=O)nc2C(=O)Nc2ccccc2)cc1,/,/,-10%,1.1%,/,-13%,1%,-7%
CC1(C)CC2(C)Nc3ccccc3N2C(=S)N1 (stereo not given),10%,-3%,-5%,-1.1%,7%,-2%,-2%,6%
O=C(/C=C/c1cccc(F)c1)N1CCN(c2ccccn2)CC1,-3%,3%,1%,-1.0%,-3%,-8%,9%,2%
C=CCN(C(=O)COc1ccccc1)c1nnc(-c2ccncc2)s1,-7%[46.1 µM],1%,-1%,0.0%,-3%,-6%,-3%,-4%
COc1ccccc1NC(=O)COc1ccccc1C(=O)Nc1ccccc1,-26%,5%,-1%,1.1%,7%,-26%,-4%,-14%
Cc1cc(NC(=O)COc2cccc(C)c2C)no1,-5%[46.1 µM],11%,2%,0.0%,8%,-6%,3%,-8%
c1ccc2c(-c3cn4ccccc4n3)c[nH]c2c1,29%,-5%,-3%,0.9%,-13%,?,-2%,7%
CC(C)COC[C@H](CN(Cc1ccccc1)c1ccccc1)N1CCCC1,/,-4%[21.7 µM],-7%[53 µM],1.1%[16.9 µM],2%[29.1 µM],/,-6%[53 µM],/
Cc1cc(C)c2c(NC(=O)CCl)nn(C)c2n1,-5%,?,-7%,?,14%,6%,0%,8%

# Individual results from the results shown:
# Tau fibril FP result of O=C(NCc1ccc(Cl)cc1)c1cc(-c2cccs2)on1 reads 2%
# Tau fluor counter result of O=C(Cn1c(=O)oc2cc(S(=O)(=O)N3CCCC3)ccc21)N1CCN(c2ccccn2)CC1 reads -2%
# TR SRC2 fluor cs result of CCOc1ccc2c(c1)c(=O)c(S(=O)(=O)c1ccc(C)cc1)cn2Cc1ccccc1Cl reads 1%
# TRb-SRC2 inh result of CC(C)(C)c1ccc(C(=O)NCCc2csc(-c3ccc(Cl)cc3)n2)cc1 reads 2%
# TR SRC2 fluor cs result of O=C(/C=C/c1cccc(F)c1)N1CCN(c2ccccn2)CC1 reads 1%

# More compounds follow.
SMILES,NPSR antag,CBFb-RUNX1 inh,TR SRC2 fluor cs,Epigenetic reg,aGal spleen mod,Tau fluor counter,TRb-SRC2 inh,Tau fibril FP
CC(C)CCSc1ncnc2c1oc1nc3c(cc12)COC(C)(C)C3,?,6%,1%,5.5%,9%,-4%,1%,7%
CC(=O)Cn1cnc2sc(-c3ccccc3)cc2c1=O,-10%[46.1 µM],-2%,5%,0.8%,3%,-13%,-5%,3%
CC1(C)CC(NCc2ccncc2)CC(C)(C)N1,12%,5%,-1%,3.3%,1%,-1%,-9%,-2%
CCCCNC(=O)C1CCC(CNc2c(N3CCC(C)CC3)c(=O)c2=O)CC1 (stereo not given),7%,8%,0%,-2.4%,-2%,-7%,2%,1%
COc1cc(C2CC(=O)c3c([nH]c(C(=O)OC4CCCC4)c3C)C2)cc(OC)c1OC (stereo not given),/,/,2%,-1.1%,/,-16%,3%,-2%
Cc1noc(C(F)(F)F)c1C(=O)NNC(=O)c1cccc(C(F)(F)F)c1,-9%,11%,-2%,-1.0%,3%,-3%,6%,3%
Cc1cc(=O)oc2cc(OCC(O)CN3CCN(c4ccc(F)cc4)CC3)ccc12 (stereo not given),-12%[46.1 µM],3%,1%,0.0%,3%,-17%,9%,10%
CCC(Oc1ccccc1)C(=O)Nc1ccccc1OCc1cc(=O)n2ccccc2n1 (stereo not given),/,/,-1%,-5.5%,/,-7%,0%,-16%
CCOC(=O)c1c(NC(=O)COc2cccc(C)c2C)sc(C(C)=O)c1C,/,/,6%,-1.6%,/,-8%,1%,-3%
Nc1ncnc2c1C1(CCCCC1)Cc1ccccc1-2,0%,2%,-3%,0.0%,5%,-1%,-4%,2%
C=CCC(C#Cc1ccccc1)[N+](C)(C)CC=C (stereo not given),2%[46.1 µM],9%,-1%,0.0%,-11%,-4%,2%,1%
CS(=O)(=O)N1N=C(c2ccco2)CC1c1cccc([N+](=O)[O-])c1 (stereo not given),-19%,3%,-2%,-0.2%,7%,3%,7%,2%
COC(=O)C1=C(C)N(C)C(=O)NC1c1ccccc1 (stereo not given),-5%[46.1 µM],-5%,2%,0.0%,-17%,3%,-5%,6%
Cc1oc(-c2cccc(F)c2)nc1CN(Cc1ccccc1)C[C@@H]1CCC(=O)N1,43%,14%,1%,-2.3%,0%,17%,-1%,2%
CC1CCCN(C(=O)c2cc3ccc4cccnc4c3[nH]2)C1 (stereo not given),/,/,0%,5.1%,/,-11%,-4%,-1%
c1ccc(CCn2cnc3ccccc32)cc1,11%,-14%,-1%,-1.3%,4%,13%,-1%,14%
O=C(NCCCN1CCCC1=O)c1cc(-c2ccc3c(c2)OCO3)nc2ccccc12,1%,2%,0%,2.2%,0%,-3%,2%,3%
Cc1ccc(Cn2ncc3c(N4CCCC4)ncnc32)cc1,-10%[46.1 µM],3%,-3%,-2.1%,-12%,-7%,-7%,-3%
Cc1ccc(-n2c(C)cc(C(=O)NS(=O)(=O)c3ccc(C)cc3)c2C)cc1,-4%,-1%,1%,0.0%,7%,-2%,-19%,2%
COc1cccc(-n2c([S-])c(C(=O)Nc3ccc(C(F)(F)F)cc3)[n+]3ccccc23)c1,-35%,24%,-3%,-0.3%,5%,-8%,-9%,-4%
O=C(Nc1ccc(S(=O)(=O)N2CCC(c3nc4ccccc4s3)CC2)cc1)c1ccc(F)cc1,/,/,1%,-3.7%,/,-2%,3%,-5%
O=C(CCc1nc(-c2ccccc2F)no1)Nc1ccc(Oc2ccccc2)cc1,0%[46.1 µM],4%,-4%,3.4%,-2%,?,-2%,-23%
O=C(NC1CCCCC1)N1CCN(CCc2ccccc2)CC1,-2%[46.1 µM],10%,3%,-1.1%,-4%,-1%,2%,-4%
CCOc1cc(C)c(C(C)C)cc1S(=O)(=O)N1CCOCC1,-1%[46.1 µM],6%,-4%,-1.0%,-10%,4%,-6%,1%
CCCS(=O)(=O)N1CCC(N2CCN(Cc3ccc(C)cc3)C(=O)C2=O)CC1,/,/,0%,-3.4%,/,3%,12%,-4%

# Three records drawn at random from the list so far:
SMILES,NPSR antag,CBFb-RUNX1 inh,TR SRC2 fluor cs,Epigenetic reg,aGal spleen mod,Tau fluor counter,TRb-SRC2 inh,Tau fibril FP
c1ccc(CCn2cnc3ccccc32)cc1,11%,-14%,-1%,-1.3%,4%,13%,-1%,14%
COc1cccc(-n2c([S-])c(C(=O)Nc3ccc(C(F)(F)F)cc3)[n+]3ccccc23)c1,-35%,24%,-3%,-0.3%,5%,-8%,-9%,-4%
CC1CCCN(C(=O)c2cc3ccc4cccnc4c3[nH]2)C1 (stereo not given),/,/,0%,5.1%,/,-11%,-4%,-1%

# Only CBFb-RUNX1 inh, for 2 of the compounds above:
smiles	CBFb-RUNX1 inh
O=C(CCc1nc(-c2ccccc2F)no1)Nc1ccc(Oc2ccccc2)cc1	4%
CCCCNC(=O)C1CCC(CNc2c(N3CCC(C)CC3)c(=O)c2=O)CC1 (stereo not given)	8%

# This is a subset; the hit share may differ from the screen's.
